PTHR1 ag – activates the human parathyroid hormone receptor PTHR1 | AID 743266 | HEK293 GP2 PTHR1 cells, GloSensor cAMP luminescence, 1 h | 410,000 compounds, 0.075% hits | Q03431 | Potency, µM (doses to about 115 µM), inactives show at the top dose activation, most hits filed as activators; note: potency is the fitted concentration of half-maximal effect; nearly all actives have a fitted effect of over 55% in size; some results filed as inactive show a strong effect at the top dose; inactives centre near -15; many of its hits are not listed in these tables
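HEK-293-derived GP2 cells expressing PTHR1 and a GloSensor cAMP reporter, 3,000/well, plated overnight, given luciferin plus IBMX (each 0.5 mM as added) for 1 h at 37 °C, then compound for 1 h at 37 °C. Luminescence was read after 15 min at room temperature.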
aSyn yeast inh – rescues yeast growth from alpha-synuclein toxicity | Potency, µM (highest dose often 46.1 µM), for the others: at the highest dose growth rescue (activation), actives largely listed as activators | 370,000 compounds, 0.14% hits | Yeast expressing alpha-synuclein, growth rescue, BacTiter-Glo, 24 h; note: potency is the fitted concentration of half-maximal effect; % of control where 0% means no effect; nearly all actives have a fitted effect of over 65% in size
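Galactose-induced alpha-syn yeast (OD600=0.02, raffinose-pregrown) + pinned cpd, 24 hr, 30 deg C; growth by BacTiter-Glo luminescence. Growth restoration scores as activation.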
DRD3 antagonist – blocks the human D3 dopamine receptor | max response, negative = inhibition, % | 360,000 compounds, 2.5% hits | AID 652054 | D3R cells, DiscoveRx beta-arrestin luminescence, antagonist mode; stronger effect = lower value | P35462; in the data active = max response below about -50%; inconclusive = no clear call, values can overlap the other calls; note: % is set by controls: 0 for no effect and ±100 for the full control effect; mostly tested at two doses, the higher about 12 µM
Target sequence (P35462 whole entry, looked up): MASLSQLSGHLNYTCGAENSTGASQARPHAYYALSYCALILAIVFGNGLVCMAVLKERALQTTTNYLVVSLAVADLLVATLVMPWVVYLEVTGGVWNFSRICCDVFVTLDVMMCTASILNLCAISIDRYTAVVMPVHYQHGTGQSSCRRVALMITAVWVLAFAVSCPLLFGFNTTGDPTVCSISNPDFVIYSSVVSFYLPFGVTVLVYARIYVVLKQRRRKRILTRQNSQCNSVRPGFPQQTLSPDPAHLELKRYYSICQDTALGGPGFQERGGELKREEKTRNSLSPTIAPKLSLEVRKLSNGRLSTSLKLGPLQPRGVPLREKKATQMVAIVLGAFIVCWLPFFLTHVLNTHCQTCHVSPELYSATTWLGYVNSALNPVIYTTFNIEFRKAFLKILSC
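Cells expressing the human receptor were seeded at 1500 cells/well, incubated overnight at 37 degrees C in 5% CO2, then exposed to library compounds with dopamine controls for 90 minutes at 37 degrees C before luminescent detection.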
KB-V1 MDR tox – kills drug-selected multidrug resistant KB-V1 cells; KB-V1 MDR cells viability, CellTiter-Glo, 72 h; Potency, µM (titrated, usually from 46.1 µM), inactives show at the highest dose activity change, negative = cytotoxicity, usual class: cytotoxic; 400,000 compounds, 3.4% hits; note: potency is the fitted concentration of half-maximal effect; % is set by controls: 0 for no effect and ±100 for the full control effect; nearly all actives have a fitted effect of over 60% in size
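Readout: CellTiter-Glo luminescence, 10 min after addition. Cells: KB-V1 MDR subline, 72 h at 37 degrees C with compound. Analysis: corrected, normalized data fitted to concentration-effect curves.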
D3 ag – D3 dopamine receptor (human) agonism; P35462; D3R DiscoveRx beta-arrestin cells, luminescence, 90 min; max activation, %; 410,000 compounds, 0.58% hits; in the data active = max activation above about 30%; note: 0% is about no effect; mostly tested at two doses, the higher about 12 µM
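Cells at 1500/well, incubated overnight, then treated with pinned compounds (dopamine as control) for 90 min at 37 degrees C. DiscoveRx reagent added for 30 - 60 minutes at room temperature; luminescence read.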
GLP1R inv ag – GLP-1 receptor (human) inverse agonism | P43220 | HEK293 GLP-1R CRE-luciferase, luminescence, 24 h; GLP-1R form is constitutively active | Potency, µM (highest dose often 38.3 µM), for inactives: at the top dose activity change, negative = inhibition, most hits filed as inhibitors | 410,000 compounds, 1.6% hits | AID 624417; note: potency is the fitted concentration of half-maximal effect; % is set by controls: 0 for no effect and ±100 for the full control effect; nearly all actives have a fitted effect of over 55% in size
Target sequence (P43220 whole entry, looked up): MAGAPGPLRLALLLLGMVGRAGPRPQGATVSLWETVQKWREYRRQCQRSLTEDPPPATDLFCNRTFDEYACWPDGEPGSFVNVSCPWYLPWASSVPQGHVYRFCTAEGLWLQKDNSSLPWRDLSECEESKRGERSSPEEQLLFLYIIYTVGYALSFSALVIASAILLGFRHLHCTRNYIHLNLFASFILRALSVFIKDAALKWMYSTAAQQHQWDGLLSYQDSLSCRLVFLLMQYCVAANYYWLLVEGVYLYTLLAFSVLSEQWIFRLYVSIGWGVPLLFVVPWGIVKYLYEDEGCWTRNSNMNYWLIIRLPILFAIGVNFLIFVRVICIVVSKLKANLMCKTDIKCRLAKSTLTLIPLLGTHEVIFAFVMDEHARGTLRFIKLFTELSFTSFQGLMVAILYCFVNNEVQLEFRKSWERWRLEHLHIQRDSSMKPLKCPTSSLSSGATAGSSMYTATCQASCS
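HEK293 cells stably co-expressing a cAMP-responsive luciferase reporter and constitutively active GLP-1R were seeded, incubated 12 h, then exposed to compounds for 24 h at 37 C. Luminescence was read 12 min after detection reagent; inverse agonists lower signal.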
TDP43 rescue – rescues yeast growth from TDP-43 toxicity; TDP-43 expressing yeast growth rescue, BacTiter-Glo, 24 h; Potency, µM (series often up to 46.1 µM), for the others: at the highest dose growth rescue (activation), actives largely listed as activators; 410,000 compounds, 1.8% hits; AID 652104; note: potency is the fitted concentration of half-maximal effect; % of control where 0% means no effect; nearly all actives have a fitted effect of over 50% in size
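In this qHTS, compounds that restore growth of yeast expressing TDP-43 appear as activators. Cells (OD600=0.02, galactose medium, raffinose-pregrown) are incubated with compound 24 hr at 30 deg C and growth is quantified by BacTiter-Glo.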
GLP-1R agonist – agonists of human GLP-1 receptor | P43220 | HEK293 GLP-1R CRE-luciferase, luminescence, 4-6 h; cells express a hypersensitive GLP-1R form | Potency, µM (titrated, usually from 45.6 µM), without a hit: at the top dose activation, most hits filed as activators | 380,000 compounds, 0.007% hits | AID 624172; note: potency is the fitted concentration of half-maximal effect; % of control where 0% means no effect
HEK293 tox – cytotoxicity counter-screen for GLP-1 receptor inverse agonists. HEK293 cAMP-luciferase reporter cells, luminescence, 24 h. Potency, µM (series often up to 38.3 µM), without a hit: at the top dose activity change, negative = inhibition, actives largely listed as inhibitors. 410,000 compounds, 0.13% hits. AID 624418;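 note: loss of luciferase light is scored as toxicity; potency is the fitted concentration of half-maximal effect; % is set by controls: 0 for no effect and ±100 for the full control effect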
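1536-well qHTS counterscreen of the MLSMR; 200 cells/uL, 12 h pre-incubation, 23 nL cpd, 24 h at 37 deg C 5% CO2, luciferase detection reagent, 12 min RT, luminescence. Inhibition = undesired.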
Starred values were filed as active, the others as inactive; i = inactive; u = inconclusive; x = no result given; & = joins results of further samples; [ ] = dose if it differs, or a comment. Unless noted, calls come from the whole dose curve; as a rule, active = well fitted curve in the direction sought with a large enough effect; inconclusive = small, poorly fitted or top-dose-only effect, or another doubt; inactive = no such curve, though single readings can be large; an effect the other way counts as inactive or inconclusive.

smiles	D3 ag	HEK293 tox	GLP-1R agonist	PTHR1 ag	TDP43 rescue	DRD3 antagonist	KB-V1 MDR tox	aSyn yeast inh	GLP1R inv ag
CCCS(=O)(=O)NC(=O)C1(C)CCCN(C(=O)c2nc(C)oc2C)C1 (stereo not given)	1	1%	-7%	i	2%	u	5%	0%	15%
COc1cc(/C=N/NC(=O)C(N)=O)ccc1OC(=O)c1cccs1	12	2%	1%	-16%	-30%[inhibitor][9.22 µM]	-18	0%	-1%	17%
COc1ccccc1C(=O)COC(=O)/C=C/c1ccccc1	3	1%	8%	i	19%	-5	x	0%	u
CCN(CC)C(=O)C1=C(C)N(CCCOC)C(=O)C(CC(=O)NC2CCCC2)C1 (stereo not given)	1	-10%	0%	-15%	0%	20	-1%	0%	10%
Cc1cc(F)c(F)c(C(=O)NC2CC2)c1Cl	-10	1%	-4%	i	-15%	-9	2%	-5%	1%
COc1ccc(N2CCN(Cc3nc(-c4ccc(Cl)cc4Cl)no3)CC2)cc1	-7	-5%	-3%	i	7%	2	0%	5%	u
CC(=O)Nc1ccc(S(=O)(=O)NCC2CC3CCC2C3)cc1 (stereo not given)	8	0%	2%	-9%	x	9	-13%	-2%	3%
Cc1ccccc1OCC(O)Cn1c(NCc2ccccc2)nc2c1c(=O)[nH]c(=O)n2C (stereo not given)	-1	-23%	8%	0%	1%	43	0%	-5%	2%
CCC(C)(C)C1CCC2(CC1)NC(=S)N(c1ccccc1)N2 (stereo not given)	2	-15%	-7%	-16%	u	77	1%	2%	u
Cc1ccc(OC(=O)CSc2nnc(CNC(=O)c3ccccc3)o2)cc1	1	5%	x	i	0%[9.22 µM]	x	u	x	-4%
CC(=O)Nc1ccc(CN2CCCC(CO)(Cc3cccc(Cl)c3)C2)cc1 (stereo not given)	-12	8%	6%	-4%	6%	-21	-13%	-5%	u
O=C1CCC(CCC(=O)N2CCCC(C(=O)c3ccc(Cl)cc3)C2)=NN1 (stereo not given)	-6	-9%	-2%	i	-21%	-11	-8%	-6%	16%
CCCCn1c(N)c(N(CC)C(=O)c2cc(CC)c(C)s2)c(=O)[nH]c1=O	2	4%	-6%	-2%	u	19	11%	9%	10%
O=C(CCc1nc2ccccc2c(=O)[nH]1)Nc1ccc(F)cc1	-3	9%	28%	-13%	6%	-54*	4%	-5%	10%
COc1cccc(Cn2c(C)c(CNCc3cccc(C)c3)c(C(=O)O)c2C)c1	-8	2%	x	u	2%	x	-9%	x	5%
O=C(CSc1nc2ccccc2nc1N1CCCC1)Nc1ccc(F)cc1	0	-3%	9%	i	5%	0	0%	0%	6%
Cc1ccc(-c2nc3nc(C)cc(Nc4ccccc4O)n3n2)cc1	-6	0%	27%	-9%	u	x	u	1%	-10%
CCCCNc1c([N+](=O)[O-])cc(C)cc1[N+](=O)[O-]	11	14%	7%	-10%[57.5 µM]	-12%	7	4%	-9%	13%
N#Cc1ccc(C(=O)Nc2nnc(-c3cccs3)o2)cc1	-3	u	0%	-35%[inhibitor]	14%	-17	0%	18%	u
Nc1c(SCCC(=O)O)ccc2c1C(=O)c1ccccc1C2=O	-8	-48%	2%	-3%	u	-56*	u	-5%	49%[activator]
COc1cccc(Oc2ccc(C(F)(F)F)cc2N)c1	-2	-2%	15%	-28%	7%	15	16%	-13%	u
CCOC(=O)c1ccc(NC(=O)NC2CC3CCC(C2)N3)cc1 (stereo not given)	4	-7%	3%	i	24%	13	12%	4%	-13%
Cc1c(C)n(CCCN(C)C)c2ncnc(NC3CCCCC3)c12	1	-30%	33%	i	-4%	-5	10%	-5%	4µM*
COc1cc(/C=C2\SC(=N)N(c3ccc(F)cc3)C2=O)ccc1O	-17	-8%	22%	i	-1%	-27	u	-7%	50%[activator]
Cn1c(SCC(=O)c2ccccc2)nc2cccnc21	2	0%	13%	-24%[57.5 µM]	12%	-29	-14%	-3%	27%

Next structures
smiles	D3 ag	HEK293 tox	GLP-1R agonist	PTHR1 ag	TDP43 rescue	DRD3 antagonist	KB-V1 MDR tox	aSyn yeast inh	GLP1R inv ag
CC(=O)Nc1nonc1-c1nnc(SCc2cccc(Br)c2)n1C	-2	-10%	x	-49%[inhibitor]	-33%[inhibitor][9.22 µM]	x	0%	x	16%
COc1ccc(C2=Nn3c(nnc3-c3ccncc3)SC2)cc1	4	5%	-1%	i	21%	19	12%	3%	0%
C=CCOC(=O)C1=C(C)NC(=S)NC1c1cccs1 (stereo not given)	0	-25%	6%	-11%	14%	-15	-16%	2%	-3%
Cc1ccccc1NC(=O)CN1C(=O)c2ccccc2C1=O	-7	-1%	-1%	18%	-3%	-8	19%	1%	-7%
Fc1ccc(Sc2nc(-c3ccccc3)nnc2C(F)(F)F)cc1	-17	-10%	-16%	-8%	16%	-88*	-17%	-1%	-1%
O=C(Nc1cccc2ncccc12)c1ccc(-c2ccc(Br)cc2)o1	0	5%	-11%	i	-6%	33	10µM*	10%	7%
COc1ccc(S(=O)(=O)N2CCOCC2)cc1NC(=O)CSc1nnc(NC2CC2)s1	2	14%	1%	i	11%	8	0%	0%	-2%
O=C(NCC1CCCCC1)C1(CC2CC(c3ccc(Cl)cc3)=NO2)CCNCC1 (stereo not given)	-14	u	-1%	i	9%	u	3%	0%	u
CCOc1ccc(CN2CCNC(=O)C2CC(=O)NC2CCCCCC2)cc1 (stereo not given)	0	-10%	4%	-23%	7%	21	2%	2%	-14%
O=C(NC(=S)Nc1ccc(O)cc1)c1cncc(Br)c1	-15	3%	3%	-2%	21%	-16	21%	-1%	10%
CSCCC(NC(=O)c1cc(S(=O)(=O)N2CCOCC2)ccc1C)c1nc2ccccc2[nH]1 (stereo not given)	-4	0%	2%	-22%	5%	4	0%	-6%	-10%
COc1ccc(OC)c(NC(=O)CSc2nnc(-c3ccco3)n2-c2ccccc2)c1	-7	-8%	19%	-12%	8%	12	u	-2%	-7%
COc1ccccc1CC(=O)Nc1sc2c(c1C(N)=O)CCCC2	-1	0%	21%	-13%	-16%	-16	2%	-3%	u
O=C(Cn1nnc2ccccc2c1=O)N1CCCc2ccccc21	2	5%	-8%	i	-10%	-7	-2%	8%	-3%
O=C(c1cccc(Oc2ccc([N+](=O)[O-])cc2Cl)c1)N1CCCCC1	3	-9%	3%	-4%	23%	-1	-8%	-1%	5%
CC(=O)Nc1c(Cl)c2c(c(Cl)c1Br)-c1ccc(Cl)cc1C2	10	3%	2%	-6%	-1%	2	u	0%	5%
Cc1ccc(C)c(N2CCN(C(=O)c3cccn3-c3nnc(N4CCCCC4)s3)CC2)c1	-4	2%	x	i	8%	x	-8%	x	u
c1ccc(CN2CCC3(CCCc4ccccc43)CC2)cc1	-91	u	-2%	28%	29%	-105*	u	-6%&2%	u
COCCn1c(C)cc(C(=O)CSc2cc(C)c3ccc(OC)cc3n2)c1C	2	-5%	14%	i	15%	-4	-12%	-1%	2%
N#Cc1ccccc1COC(=O)c1ccc(Br)o1	-8	8%	11%	i	-1%	-24	u	4%	7%
COc1ccc(OC)c(C2CC(=O)c3c([nH]c(C(=O)OC(C)C)c3C)C2)c1 (stereo not given)	-8	u	16%	-2%	u	0	0.52µM*	0%	u
COC(=O)c1ccc2c(=O)[nH]c(CSc3nc(C)cs3)nc2c1	-2	0%	15%	i	-22%	-22	u	-4%	33%[activator]
COc1ccc2cc(C(C)C(=O)Nc3cccc(S(=O)(=O)N(C)C)c3)ccc2c1 (stereo not given)	18	4%	14%	-68%[inhibitor]	2%	6	13µM*	-9%	u
COc1ccc(Nc2nc(N)nc(CN3CCN(c4ccc(F)cc4)CC3)n2)cc1	-7	-9%	20%	-24%	-11%[9.22 µM]	7	u	-3%	u
COc1ccc([N+](=O)[O-])cc1NC(=O)c1ccc(C)o1	-1	-8%	1%	i	6%	7	13%	1%	4%

Next section.
smiles	D3 ag	HEK293 tox	GLP-1R agonist	PTHR1 ag	TDP43 rescue	DRD3 antagonist	KB-V1 MDR tox	aSyn yeast inh	GLP1R inv ag
CN1CCN(CCCN(Cc2cccs2)C(=S)Nc2ccc(Cl)cc2)CC1	-36	-9%	2%	5%	-16%[9.22 µM]	u	u	-6%	u
CC(Sc1nnc(N)s1)C(=O)Nc1ccc2c(c1)OCO2 (stereo not given)	-2	-2%	4%	u	-22%	0	u	-5%	-38%
Cc1cc(C)nc(SCC(=O)Nc2ccc(S(=O)(=O)Nc3cc(C)on3)cc2)n1	-10	28%	1%	-20%	-1%	-10	x	-9%	19%
COc1cccc(NC(=O)N(C)C[C@H]2Oc3ncc(Br)cc3C(=O)N([C@H](C)CO)C[C@H]2C)c1	3	-15%	1%	i	24%	-4	2%	-4%	6%
CC(C)CCN(C)C1CCN(S(=O)(=O)c2ccc(F)cc2)CC1	-11	15%	0%	-15%	5%	-20	-16%	-2%	-10%
O=C(CC(c1ccccc1)c1cc(Cl)ccc1O)N1CCOCC1 (stereo not given)	-1	-24%	-8%	-5%[57.5 µM]	-6%	9	-13%	9%	u
COc1ccc(S(=O)(=O)NCCOc2ccc(Cl)cc2)cc1	-1	-2%	5%	i	u	-6	-7%	1%	u
Cc1cc(NC(=O)COc2ccc(N(C)S(=O)(=O)c3ccccc3)cc2)no1	-1	4%	1%	-12%[57.5 µM]	15%	-27	0%	-3%	-25%
CCOc1ccc(/C=C2\SC(N3CCCCC3)=NC2=O)cc1	-3	-5%	12%	-2%	28%	-22	-3%	-2%	19%

An excerpt; rates above refer to the full screens.
